Compound activity from PubChem BioAssay.
14-3-3 PPI – alters human 14-3-3 gamma binding to Raf peptide; 0.19% of 160,000 active; AID 422; FP, 14-3-3gamma / TMR-pS259-Raf peptide binding; inhibition, % at 40 µM; in the data active = inhibition above about 30%;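 note: 0% = protein plus tracer without compound and 100% = blank with tracer alone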
Target sequence (P61981 whole entry, looked up): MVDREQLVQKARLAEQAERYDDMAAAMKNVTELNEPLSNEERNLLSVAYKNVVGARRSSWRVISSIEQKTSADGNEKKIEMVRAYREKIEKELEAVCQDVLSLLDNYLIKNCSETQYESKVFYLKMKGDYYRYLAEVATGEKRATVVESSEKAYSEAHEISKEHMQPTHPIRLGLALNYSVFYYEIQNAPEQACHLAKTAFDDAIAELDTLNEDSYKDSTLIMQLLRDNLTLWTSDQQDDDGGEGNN
The depositor's hits bear a star; & = joins results of further samples. An excerpt, so the mix of outcomes need not match the whole.

Screening CCCCC(Sc1nc(-c2ccc(OC)cc2)nc2c1c(=O)n(C)c(=O)n2C)C(=O)O (centres undefined) returned 14-3-3 PPI 0.
O=C(NCCCNC1CCCCC1)c1ccc(/C=N/O)nc1 was read as 14-3-3 PPI -10.
For COCCNC(=O)Cn1ncc2ccsc2c1=O the results were 14-3-3 PPI -2.
Cc1ccccc1C(=O)Nc1c(C(=O)N2CCCC2)cnn1-c1ccccc1 was read as 14-3-3 PPI 1.
`CC(=O)N1CCc2cc(S(=O)(=O)N3CCN(c4cccc(Cl)c4)CC3)ccc21` gave 14-3-3 PPI 5.
O=C(O)C1NC(c2cc(Cl)ccc2O)C2C(=O)N(c3ccccc3)C(=O)C12 (centres undefined) was read as 14-3-3 PPI 0.
COc1ccc(NC(=O)Cn2c(=O)n(Cc3cccs3)c(=O)c3ccc(Cl)cc32)cc1 was read as 14-3-3 PPI -5.
Cc1cccc(CCNC(=O)c2cn(C3CCCC3)c(=O)c3c2c2ccccc2n3C)c1 was read as 14-3-3 PPI 3.
`Cc1ccccc1-c1nc2cc(NC(=O)c3cc([N+](=O)[O-])ccc3Cl)ccc2o1` gave 14-3-3 PPI -51.
For CCOC(=O)N1CCN(C(=O)c2csc3c2CCCCC3)CC1 the results were 14-3-3 PPI -1.
For C=CCN1C(=O)C(O)(CC(=O)c2ccc(OC)c([N+](=O)[O-])c2)c2ccccc21 (centres undefined) the results were 14-3-3 PPI -8.
`CC(=O)NCCc1csc(-c2ccccc2)n1` gave 14-3-3 PPI 0.
For Cc1cccc(NS(=O)(=O)c2ccc3c(c2)C2C=CCC2C(c2ccc(C(=O)O)cc2)N3)c1 (centres undefined) the results were 14-3-3 PPI -192.
`CCOc1nc(C#N)nc(N2CCCCC2)n1` gave 14-3-3 PPI 1.
`Cc1cccc(C)c1NC(=O)CSc1nc2ncc(Br)c(C)c2[nH]1` gave 14-3-3 PPI -44.
`Cc1ccc(-n2ncc3c(NCCc4ccc(Cl)cc4)ncnc32)c(C)c1` gave 14-3-3 PPI -2.
Cc1cccc(Cn2c(=O)c3c(nc4n3CCCN4Cc3ccccc3)n(C)c2=O)c1 was read as 14-3-3 PPI -5.
Cc1ccc(C2OC3(C(=O)c4ccccc4C3=O)C3C(=O)N(c4ccc(Br)cc4)C(=O)C23)cc1 (centres undefined) was read as 14-3-3 PPI -40.
For O=C(Nc1cccc(F)c1)c1cc(S(=O)(=O)N2CCN(c3ccccn3)CC2)ccc1F the results were 14-3-3 PPI -4.
COc1ccc(S(=O)(=O)N2CCC(C(=O)Nc3cc(C)cc(C)c3)CC2)cc1OC was read as 14-3-3 PPI -12.
Screening CC(CN1CCCC1)OC(=O)c1ccc(Cl)cc1 (centres undefined) returned 14-3-3 PPI -6.
`NC(=O)c1c(NC(=O)CN2C(=O)CCC2=O)sc2c1CCCCC2` gave 14-3-3 PPI 2.
`Cc1cccc(-n2c(-c3ccc(F)cc3)cn3c4c(=O)n(C)c(=O)n(C)c4nc23)c1` gave 14-3-3 PPI -12.
Screening CCOc1ccc(C(=O)Nc2ccc3nn(-c4ccccc4)nc3c2)cc1[N+](=O)[O-] returned 14-3-3 PPI 1.
`N#Cc1nc(COc2ccc(Br)cc2)oc1NCCN1CCOCC1` gave 14-3-3 PPI -3.
Screening CCOC(=O)C(NC(=O)c1ccc(OC)cc1)(Nc1cccc(C(F)(F)F)c1)C(F)(F)F (centres undefined) returned 14-3-3 PPI 2.
COc1ccc(NC(=O)CNC(=O)Cn2c(C)cc3ccccc3c2=O)cc1OC was read as 14-3-3 PPI 3.
For COc1ccc(-c2nc3ccccc3n2Cc2ccccc2)cc1OC the results were 14-3-3 PPI -6.
CCOC(=O)c1c(NC(=O)COc2ccc(Cl)cc2C)sc2c1CCC(C)C2 (centres undefined) was read as 14-3-3 PPI -9.
For Cn1c(Cn2nnc3ccccc32)nnc1SCC(=O)c1ccc(F)cc1 the results were 14-3-3 PPI -7.
`Cc1ccccc1-c1noc(N)c1C#N` gave 14-3-3 PPI -12.
For CCOc1ccc(S(=O)(=O)N(CC(=O)Nc2ccc(C)c(Cl)c2)c2ccccc2)cc1 the results were 14-3-3 PPI -3.
`Oc1c(C(c2cccc(F)c2)N2CCN(Cc3ccccc3)CC2)sc2ncnn12` (centres undefined) gave 14-3-3 PPI 0.
For COc1ccc(C(=O)N2CCN=C2SC)c(OC)c1 the results were 14-3-3 PPI -2.
Screening CC(=O)n1c(-c2ccccc2)c(-c2ccccc2)c2ccccc21 returned 14-3-3 PPI -10.
`Cn1c(C(=O)N2CCc3ccccc3C2)cc2c(=O)n3ccccc3nc21` gave 14-3-3 PPI -2.
O=C(O)CN1C(=O)c2cccc(Oc3ccc(Cl)cc3)c2C1=O was read as 14-3-3 PPI 7&-5.
Screening CC1(C(=O)N(CC(=O)NC2CCCC2)C2CCCC2)CC(=O)N=C2C=CC=CN21 (centres undefined) returned 14-3-3 PPI 0.
For CCC1CCCCN1Cc1c(C)[nH]c2ccc(OC)cc2c1=O (centres undefined) the results were 14-3-3 PPI -2.
Screening CCOC(=O)c1cc2c(=O)n3ccccc3nc2n(C(C)C)c1=NC(=O)c1ccc(OC)c(OC)c1 returned 14-3-3 PPI -24.
OC1C=CSc2nc3ccccc3n21 (centres undefined) was read as 14-3-3 PPI 5.
CSc1nc2nc(C)cc(-c3ccccc3)n2n1 was read as 14-3-3 PPI 3.
N#CCSc1nnc(C2CCCCC2)n1-c1ccccc1 was read as 14-3-3 PPI 0.
For Cc1ccc(NC(=O)NC(=O)CN2C(=O)NC3(CCCCCCC3)C2=O)c(C)c1 the results were 14-3-3 PPI -7.
Screening CCn1c(CNc2ccc(Cl)cc2)nnc1SCC(=O)NCc1ccccc1 returned 14-3-3 PPI 3.
O=[N+]([O-])c1ccccc1S(=O)(=O)N1CCN(Cc2ccccc2Cl)CC1 was read as 14-3-3 PPI -5.
Screening O=C1CCCC2=C1C(c1ccc(Br)cc1)C1=C(N2)c2ccccc2C1=O (centres undefined) returned 14-3-3 PPI -24.
`Cc1ccn2c(Nc3ccccc3)c(-c3ccc(C)o3)nc2c1` gave 14-3-3 PPI -9.

A stretch from further up, for reference:
For CCC1CCCCN1Cc1c(C)[nH]c2ccc(OC)cc2c1=O (centres undefined) the results were 14-3-3 PPI -2.
Screening CCOC(=O)c1cc2c(=O)n3ccccc3nc2n(C(C)C)c1=NC(=O)c1ccc(OC)c(OC)c1 returned 14-3-3 PPI -24.
OC1C=CSc2nc3ccccc3n21 (centres undefined) was read as 14-3-3 PPI 5.
CSc1nc2nc(C)cc(-c3ccccc3)n2n1 was read as 14-3-3 PPI 3.

Next part.
`Cc1nn2c(-c3cccc(NC(=O)CN4CCOCC4)c3)nnc2c2ccccc12` gave 14-3-3 PPI 1.
`CN(C)c1ccc(C2Nc3ccc4ccccc4c3C3=C2C(=O)CC(C)(C)C3)cc1[N+](=O)[O-]` (centres undefined) gave 14-3-3 PPI -3.
Screening Cc1ccc(CSc2nc3ccsc3c(=O)n2Cc2ccc3c(c2)OCO3)cc1 returned 14-3-3 PPI -11.
Screening Cc1nc2nc(SCC(=O)NCc3ccccc3)nn2c(C)c1Cc1ccccc1F returned 14-3-3 PPI 0.
C=CCN1C(=O)c2cccc3c(Br)ccc(c23)C1=O was read as 14-3-3 PPI 4.
`N#CC1(c2ccccc2)CCc2c(sc3ncnc(Cl)c23)C1` (centres undefined) gave 14-3-3 PPI 8.
Screening CCOc1ccccc1NC(=O)c1c(NC(=O)c2cccc(C)c2)sc2c1CCC2 returned 14-3-3 PPI -9.
For Cc1ccc(NS(=O)(=O)c2ccc3c(c2)CCN3C(=O)C2CCC2)c(C)c1 the results were 14-3-3 PPI -5.
Screening CCCN(C(=O)c1cc2cc3ccc(OC)cc3nc2o1)c1ccc(F)cc1 returned 14-3-3 PPI 5.
For Cc1ccc(C(c2nnnn2Cc2cccs2)N2CCN(Cc3ccc4c(c3)OCO4)CC2)cc1 (centres undefined) the results were 14-3-3 PPI -10.
CCCc1nnc(SCC(=O)N2CCOCC2)n1CCCOC was read as 14-3-3 PPI 0.
`COc1cccc2[nH]c3c(N4CCC(C(N)=O)CC4)ncnc3c12` gave 14-3-3 PPI -3.
`O=C(Nc1ccc(Cl)cc1)c1cc(S(=O)(=O)NCc2ccccc2)ccc1F` gave 14-3-3 PPI -8.
Cc1cc(Br)ccc1NC(=O)CN1C(=O)C2C3C=CC(C3)C2C1=O (centres undefined) was read as 14-3-3 PPI -10.
Screening O=C1c2ccccc2C(=O)N1CSc1n[nH]c(-c2ccccc2)n1 returned 14-3-3 PPI 0.
Screening CC(C)Cc1ccc(S(=O)(=O)N2c3ccccc3CC2C)cc1 (centres undefined) returned 14-3-3 PPI -18.
COc1cc2c(cc1OC)C(C(=O)N1CCOCC1)C(c1cccs1)N(C)C2=O (centres undefined) was read as 14-3-3 PPI 2.
Screening CCCC(C)(c1ccc(C)cc1O)c1ccc(C)cc1O returned 14-3-3 PPI 12.
Cc1cc(O)c(C=Nc2ccc(O)c(-c3nc4ccccc4o3)c2)c(C)c1Cl was read as 14-3-3 PPI -4.
Oc1ccc(N2CCN(C(c3ccncc3)c3nnnn3C3CCCC3)CC2)cc1 (centres undefined) was read as 14-3-3 PPI -4.
For COC(=O)C1C(=O)C2=C(CC1C)NC(C)=C(C(=O)OC(C)C)C2c1cccc(OC)c1OC (centres undefined) the results were 14-3-3 PPI 10.
COC(=O)CSc1nc2c(c(-c3ccc(C)o3)c1C#N)CCCC2 was read as 14-3-3 PPI -2&-2.
CCOC(=O)C1CCN(c2nc(-c3cccc(C)c3)nc3ccccc23)CC1 was read as 14-3-3 PPI 2.
Screening c1ccc(CN2C3=NCCCN3c3ccccc32)cc1 returned 14-3-3 PPI -6.

Looked up by compound from above, seven records:
Cc1cc(O)c(C=Nc2ccc(O)c(-c3nc4ccccc4o3)c2)c(C)c1Cl was read as 14-3-3 PPI -4.
Screening O=C1c2ccccc2C(=O)N1CSc1n[nH]c(-c2ccccc2)n1 returned 14-3-3 PPI 0.
Screening CC(C)Cc1ccc(S(=O)(=O)N2c3ccccc3CC2C)cc1 (centres undefined) returned 14-3-3 PPI -18.
Oc1ccc(N2CCN(C(c3ccncc3)c3nnnn3C3CCCC3)CC2)cc1 (centres undefined) was read as 14-3-3 PPI -4.
Screening CCCC(C)(c1ccc(C)cc1O)c1ccc(C)cc1O returned 14-3-3 PPI 12.
CCOC(=O)C1CCN(c2nc(-c3cccc(C)c3)nc3ccccc23)CC1 was read as 14-3-3 PPI 2.
Cc1cc(Br)ccc1NC(=O)CN1C(=O)C2C3C=CC(C3)C2C1=O (centres undefined) was read as 14-3-3 PPI -10.

Carrying on:
c1ccc(-n2ncc3c(Nc4ccc5ccccc5c4)ncnc32)cc1 was read as 14-3-3 PPI -15.
`COc1cccc(C2=NOC(C(=O)NCc3ccccc3)C2)c1` (centres undefined) gave 14-3-3 PPI -4.
O=C1CCCC(=O)N1c1ccc(N2CCN(c3ccccc3)CC2)c([N+](=O)[O-])c1 was read as 14-3-3 PPI 2.
`CC(C)CCn1c(-c2nonc2N)nc2ccccc21` gave 14-3-3 PPI -80.
Screening Cn1c(SCc2ccc(F)cc2)nnc1-c1cccs1 returned 14-3-3 PPI -3.
Cc1cccc(NC(=O)C2CCN(S(=O)(=O)c3cccs3)CC2)n1 was read as 14-3-3 PPI -8&1.
For Cc1ccc(-c2nc(Nc3cccc(C)c3)sc2C)cc1 the results were 14-3-3 PPI -2.
COc1ccc(C)cc1NC(=O)C1CCCN1S(=O)(=O)c1ccc2c(c1)CCC(=O)N2 (centres undefined) was read as 14-3-3 PPI -25.
`O=S(=O)(NCc1ccccc1Cl)c1cccc2cccnc12` gave 14-3-3 PPI -4.
For O=C(CN1CCN(Cc2cccc(Cl)c2)C1=O)NCCc1ccccc1 the results were 14-3-3 PPI -7.
`COc1cc2ccccc2cc1C(=O)Nc1ccc(-c2nc3ccccc3s2)cc1` gave 14-3-3 PPI -51.
Cc1ccc(C(C(=O)Nc2ccccn2)c2ccc(C)cc2)cc1 was read as 14-3-3 PPI -1.
For CCOC(=O)C1=C(N)N(c2ccc(N3CCCCC3)cc2)C(=O)C1 the results were 14-3-3 PPI -8.
`CCOc1cccc(-c2nn3c(-c4ccccn4)nnc3s2)c1` gave 14-3-3 PPI -22.
Screening CCOC(=O)c1c(NC(=O)C2C(C=C(Cl)Cl)C2(C)C)sc2c1CCCC2 (centres undefined) returned 14-3-3 PPI -56.
`Cc1ccc2c(c1)C(c1ccccc1[N+](=O)[O-])CC(=O)N2` (centres undefined) gave 14-3-3 PPI -1.
For Cc1ccc(C)c(-n2c(SCC(N)=O)nnc2-c2ccccn2)c1 the results were 14-3-3 PPI 1.
Screening Cc1c(C(=O)NCCC(C)C)sc2ncnc(N3CCOCC3)c12 returned 14-3-3 PPI -6.
O=[N+]([O-])c1ccc(S(=O)(=O)n2cccn2)cc1 was read as 14-3-3 PPI -1.
For COc1cc(C(=O)Oc2c(CN3CCOCC3)cc(Cl)c3cccnc23)cc(OC)c1OC the results were 14-3-3 PPI 8.
For O=C(Nc1ccccc1C(=O)N1CCOCC1)c1ccncc1 the results were 14-3-3 PPI -6.
Screening COc1ccccc1NC(=O)CNC(=O)c1ccc(F)cc1 returned 14-3-3 PPI -2.
For O=C(CCS(=O)(=O)c1ccc(Br)s1)Nc1cccc(C(F)(F)F)c1 the results were 14-3-3 PPI 8.
Screening Cc1ccn2c(NC(=O)c3ccccc3Cl)c(-c3ccccc3)nc2c1 returned 14-3-3 PPI -7.
Screening CC1(C)CC(=O)C2=C(C1)Nc1ccccc1N(C(=O)Cc1ccc(Cl)cc1)C2c1ccc2c(c1)OCO2 (centres undefined) returned 14-3-3 PPI -2.
Screening CCCCOc1cc(OCCCC)c2c(=O)cc(-c3ccccc3)oc2c1 returned 14-3-3 PPI 1.
Cc1nc([N+](=O)[O-])cn1-c1nc(-c2ccccc2)cc(C(F)(F)F)n1 was read as 14-3-3 PPI -5.
`c1ccc2c(c1)nnn2Cc1nnc2sc(-c3ccc4c(c3)OCCO4)nn12` gave 14-3-3 PPI 10.
Screening O=S(=O)(c1ccc(Br)cc1)N1CCCc2ccccc21 returned 14-3-3 PPI -2.
Cn1c(=O)c2cn(Cc3ccc(Cl)cc3)cc2n(C)c1=O was read as 14-3-3 PPI -5.
Screening Cc1ccc2cccnc2c1[N+](=O)[O-] returned 14-3-3 PPI 9.
